# ANO1 activ: activates or potentiates the mouse TMEM16A chloride channel. HEK293 TMEM16A/YFP-H148Q/I152L, iodide quench fluorescence; active compounds read low. Q8BHY3. B-score at 10 µM. 340,000 compounds, 0.3% hits;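 active = fluorescence-ratio B-score plate-corrected deviation score at least 3 library SD below zero, with starting fluorescence score within 5 deviations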;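 also: channel opened by trigger with iodide after compound preincubation; score built on the fluorescence ratio of max minus min over baseline; more negative score means more quench and so TMEM16A activation or potentiation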
# hERG protect: compounds protecting human hERG from proarrhythmic drug block; Q12809; CHO-hERG, FluxOR thallium flux, dofetilide IC70 present; activation (rescue from dofetilide block), less the hit threshold, % at 10 µM; 310,000 compounds, 0.51% hits;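 active = activation above the mean of controls blocked by dofetilide plus 5 SD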;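 also: thallium influx through hERG after potassium depolarization seen as dye fluorescence rise; in these data hits start at about 4.7%; inactives centre near -7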
# Dyrk1A ADPGlo: Dyrk1A (rat) kinase inhibition; ADP-Glo luminescence, NFATc1 peptide; 310,000 compounds, 0.43% hits; inhibition, % at 12.5 µM; in the data active = inhibition above about 50%;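 also: plate controls were vehicle with enzyme for no effect and no enzyme for full effect; many of its hits are not listed in these tables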
# KCNK3 block: human KCNK3 channel inhibition, primary screen; B-score at 10 µM; AID 602410; CHO-KCNK3 thallium flux, FluxOR fluorescence; active compounds read low; 340,000 compounds, 0.84% hits; O14649;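 active = B-score under library mean minus 4 SD, starting fluorescence ratio at most library mean plus 5 SD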;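 also: more negative B-score means stronger inhibition of thallium flux through KCNK3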
# TRPC4 PAM: allosterically enhances the mouse TRPC4 cation channel | Q9QUQ5 | HEK293 TRPC4beta/mu-opioid, DAMGO EC20, Fluo-4 Ca2+ flux; active compounds read high | B-score at 10 µM | 310,000 compounds, 0.42% hits;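 active = B-score of calcium response area above 5 SD of library B-scores, with initial fluorescence ratio within 5 SD of library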;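 also: B-score of integrated fluorescence ratio over time as area under calcium response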
# TMEM16A inh: inhibitors of mouse TMEM16A calcium-activated chloride channel. Q8BHY3. HEK293 TMEM16A/YFP iodide influx fluorescence, ionomycin. normalized B-score (activity score, 25-100; higher = stronger inhibition) at 10 µM. 310,000 compounds, 1.2% hits. AID 588511;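 active = ratio plate-corrected score three or more library SD toward inhibition, starting fluorescence score within five deviations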;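 also: score derived from kinetic fluorescence span divided by baseline fluorescence per well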
# KCNQ1 pot: human KCNQ1 channel potentiation or activation; P51787; CHO-K1 KCNQ1, thallium flux FluxOR fluorescence; active compounds read high; B-score at 10 µM; 310,000 compounds, 0.35% hits; AID 2648;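 active = fluorescence ratio B-score, a plate-corrected score, at least three library SD, with initial intensity B-score within 5 SD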
# Target sequence (P51787 whole entry, looked up): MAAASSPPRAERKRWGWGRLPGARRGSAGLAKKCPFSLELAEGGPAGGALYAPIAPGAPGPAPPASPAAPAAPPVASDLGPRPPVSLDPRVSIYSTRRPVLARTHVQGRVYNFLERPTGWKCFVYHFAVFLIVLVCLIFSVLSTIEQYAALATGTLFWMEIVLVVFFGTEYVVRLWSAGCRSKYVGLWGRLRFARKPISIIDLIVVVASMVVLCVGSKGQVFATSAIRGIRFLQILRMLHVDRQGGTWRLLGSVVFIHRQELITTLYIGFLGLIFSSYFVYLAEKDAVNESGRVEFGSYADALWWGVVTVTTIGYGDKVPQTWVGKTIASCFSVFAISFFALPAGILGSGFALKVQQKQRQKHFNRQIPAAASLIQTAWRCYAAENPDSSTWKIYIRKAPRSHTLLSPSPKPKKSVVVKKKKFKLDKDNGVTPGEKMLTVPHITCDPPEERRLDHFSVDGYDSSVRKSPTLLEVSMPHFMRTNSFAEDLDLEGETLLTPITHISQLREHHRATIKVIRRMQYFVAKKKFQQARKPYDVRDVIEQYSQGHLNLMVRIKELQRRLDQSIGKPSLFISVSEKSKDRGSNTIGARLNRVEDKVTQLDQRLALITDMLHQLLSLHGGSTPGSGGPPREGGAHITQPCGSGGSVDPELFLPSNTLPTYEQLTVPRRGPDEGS
#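 assay system = CHO-K1 cells stably expressing KCNQ1 | medium = assay buffer, equal DMSO in all wells | timing = 37 °C overnight plating, 90-min dark dye load, 20-min compound pretreatment | measured by = kinetic FluxOR thallium fluorescence, 10-s 1-Hz baseline, 110-s post-stimulus read | measure = fluorescence change relative to baseline, converted to B score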
# KCNQ1 block: human KCNQ1 channel inhibition. CHO-K1 KCNQ1, FluxOR thallium flux fluorescence; active compounds read high. AID 2642. B-score at 10 µM. 310,000 compounds, 1.3% hits;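 active = compounds whose thallium flux B-score, printed positive for inhibition, exceeds three library SD while starting fluorescence stays within three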;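 also: channel opened by potassium depolarization with thallium stimulus after 20 min compound exposure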
# KCNK9 inh: human KCNK9 channel inhibition. Q9NPC2. HEK293 KCNK9, FluxOR thallium flux fluorescence; active compounds read low. B-score at 10 µM. 310,000 compounds, 1.2% hits. AID 488922;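 active = ratio B-score over 3 SD below the library mean, with starting fluorescence within 5 SD of its mean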;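 also: negative B-score means less thallium flux so channel inhibition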
# HDAC3 inhib: inhibitors of human histone deacetylase 3; O15379; recombinant HDAC3, fluorogenic peptide/trypsin coupled, fluorescence; inhibition, % at 8.3 µM; 320,000 compounds, 0.15% hits; AID 2718; in the data active = inhibition above about 26%, passing the limit was not always enough; inconclusive = no clear call, values can overlap the other calls
# Target sequence (O15379 whole entry, looked up): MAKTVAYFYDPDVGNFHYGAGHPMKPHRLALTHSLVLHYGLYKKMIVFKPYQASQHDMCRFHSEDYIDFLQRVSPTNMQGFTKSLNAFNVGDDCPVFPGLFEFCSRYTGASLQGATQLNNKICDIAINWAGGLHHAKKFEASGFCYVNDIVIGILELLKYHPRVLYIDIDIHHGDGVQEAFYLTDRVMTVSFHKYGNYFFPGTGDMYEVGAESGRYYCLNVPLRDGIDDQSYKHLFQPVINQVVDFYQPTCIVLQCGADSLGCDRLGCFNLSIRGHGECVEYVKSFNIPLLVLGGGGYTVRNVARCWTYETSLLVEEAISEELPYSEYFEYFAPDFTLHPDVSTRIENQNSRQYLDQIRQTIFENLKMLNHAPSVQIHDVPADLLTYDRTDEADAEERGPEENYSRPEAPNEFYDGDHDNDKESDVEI
# TRPC4 agonist: activators of mouse TRPC4 channel; B-score at 10 µM; Q9QUQ5; HEK293 TRPC4beta/mu-opioid, Fluo4 calcium fluorescence; active compounds read high; 310,000 compounds, 0.49% hits;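 active = B-score above 5 SD of library B-scores, and initial fluorescence ratio not above library mean plus 5 SD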;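 also: positive B-score marks a calcium rise read as TRPC4 activation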
#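 System – HEK293 cells stably co-expressing mouse TRPC4beta and mu-opioid receptor · Signal – Fluo4 calcium-sensitive dye fluorescence, kinetic, 1 Hz baseline · Benchmarks – buffer (low) and maximal DAMGO (high) · Read-out – B score of integrated fluorescence ratio per well · Incubation – dye loading 45 min room temperature, 110 s kinetic read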
# Numbers without * were called inactive; i = inactive; ? = inconclusive; · = no result given.
SMILES,ANO1 activ,hERG protect,Dyrk1A ADPGlo,KCNK3 block,TRPC4 PAM,TMEM16A inh,KCNQ1 pot,KCNQ1 block,KCNK9 inh,HDAC3 inhib,TRPC4 agonist
COc1ccc([N+](=O)[O-])cc1NC(=O)C(C)N(C)Cc1cccc(OC)c1OC (stereo not drawn),i,-6,-3,i,i,i,i,i,i,1,i
COc1ccc(C)cc1NC(=O)C(OC(=O)C1CC1)c1ccccc1 (stereo not drawn),i,-9,-5,i,i,i,i,i,i,-2,i
c1ccc2cc(OCc3nc4ccccc4[nH]3)ccc2c1,i,0,-1,i,i,i,i,i,i,16,i
Cc1cccc(N(C)S(=O)(=O)c2c(C)noc2C)c1,i,-4,-1,i,i,i,i,i,i,-3,i
CCOc1ccc(CNC(=O)Nc2ccccc2)cc1,i,-3,3,i,i,i,i,i,i,4,i
COc1ccc(CC(=O)Nc2ccc3nc(SC)sc3c2)cc1OC,i,-15,·,i,i,i,i,i,i,3,i
COC(=O)/C=C1\S/C(=N\N=C\CC(=O)OC)NC1=O,i,-4,1,i,i,i,i,i,i,-2,i
C=CCOCCN1C(=O)C2C(c3ccccc3)C=CC(c3ccccc3)C2C1=O (stereo not drawn),i,-7,-3,i,i,i,i,i,i,-1,i
O=C(CC1(O)C(=O)N(CCc2ccccc2)c2ccccc21)c1ccco1 (stereo not drawn),i,-9,-2,i,i,i,i,i,i,6,i
Cc1ccc(C)n1-c1sc2c(c1C#N)CCC(C)C2 (stereo not drawn),i,-5,-4,i,i,i,i,i,-7.4*,11,i

# KCNK9 inh, entries above that show a hit
structure	ANO1 activ	Dyrk1A ADPGlo	KCNK3 block	TRPC4 PAM	KCNQ1 pot	KCNQ1 block	KCNK9 inh	HDAC3 inhib	TRPC4 agonist
Cc1ccc(C)n1-c1sc2c(c1C#N)CCC(C)C2 (stereo not drawn)	i	-4	i	i	i	i	-7.4*	11	i

# More records follow:
SMILES,ANO1 activ,hERG protect,Dyrk1A ADPGlo,KCNK3 block,TRPC4 PAM,TMEM16A inh,KCNQ1 pot,KCNQ1 block,KCNK9 inh,HDAC3 inhib,TRPC4 agonist
C/C(=N/NC(=O)c1ccoc1C)c1cccc(NC(=O)C2CC2)c1,i,-9,-6,i,i,i,i,i,i,1,i
CCS(=O)(=O)N1Cc2ccccc2CC1C(=O)Nc1nnc(SCc2ccc(F)cc2)s1 (stereo not drawn),i,-10,-3,i,i,i,i,i,i,4,i
CCOC(=O)c1c(NC(=O)CCS(=O)(=O)c2ccccc2)sc2c1CC(C)(C)NC2(C)C,i,-9,-3,i,i,i,i,i,i,6,i
COC(=O)c1c(-n2cnnn2)sc(C)c1C,i,-10,0,i,i,i,i,i,i,-15,i
O=C1/C(=C\c2ccco2)SC(=S)N1C1CCS(=O)(=O)C1 (stereo not drawn),i,-3,·,i,i,i,i,i,i,3,i
CCSc1nsc(SCC)c1C(N)=O,i,-7,0,i,i,i,i,i,i,-5,i
O=C(O)Cn1c(-c2ccccc2)cc2ccccc21,i,-12,-4,i,i,i,i,i,i,-28,i
Cc1cccc2cc(CN(CC3CCCO3)C(=O)c3cnccn3)c(=O)[nH]c12 (stereo not drawn),i,-5,5,i,i,·,i,i,i,·,i
COc1ccc(/C(N)=N/OC(=O)c2ccco2)cc1,i,-4,-3,i,i,i,i,i,i,1,i
C=CCOc1ccccc1CN1CCC(Oc2ccc(C(=O)N3CCCCC3)cc2)CC1,i,-14,11,i,i,i,i,i,i,-1,i
CCOC(=O)C1=C(C)N(C)C(=S)NC1c1ccccc1Cl (stereo not drawn),i,-6,4,i,i,i,i,i,i,0,i
O=C(NCc1ccco1)C1CC(=O)N(c2cccc(Cl)c2)C1 (stereo not drawn),i,-6,-4,i,i,i,i,i,i,1,i
O=C(c1cccc(NC2=NC3CS(=O)(=O)CC3S2)c1)N1CCN(c2ncccn2)CC1 (stereo not drawn),i,-3,-5,i,i,i,i,i,i,-8,i
CCCCN(CC)CCCNC(=O)c1ccc(CS(=O)(=O)c2ccccc2C)o1,i,-5,-5,i,i,i,i,i,i,-19,68*
COc1cc(O)c(C(C)=O)cc1OC,i,-5,·,i,i,i,i,i,i,-8,i
CCOc1ccc(NC(=O)CSc2nnc(COc3c(C)cccc3C)o2)cc1,i,-7,-6,i,i,i,i,i,i,1,i
CCN(CC)S(=O)(=O)c1cccc(-c2nnc(SCCOc3ccccc3C)o2)c1,i,-15,1,i,i,i,i,i,i,2,i
CCOc1ccc(/C=N/NC(=O)C(=O)N2CCCCCC2)c2ccccc12,i,-7,0,i,i,·,i,i,i,·,i
Cc1ccc(CNC(=O)CCNS(=O)(=O)c2cccc3nsnc23)cc1,i,-8,1,i,i,100*,i,i,i,6,i
CC(C)NCc1nnc(-c2ccccc2Cl)o1,i,-2,0,i,i,i,i,i,i,-12,i
CCCc1cc(=O)oc2cc(C)c3c(C)coc3c12,i,-6,7,i,i,i,i,i,i,-3,i
CCN1CCN(C(=S)Nc2cccc(Cl)c2)CC1,i,-10,-2,i,i,i,i,i,i,-3,i
CCOC(=O)c1ccc(-n2c(O)c(/C=N/NC(=O)C3COc4ccccc4O3)c3ccccc3c2=O)cc1 (stereo not drawn),i,-11,-4,i,i,i,i,i,i,-6,i
OC(COCc1cccs1)CN1CCN(c2cccc(C(F)(F)F)c2)CC1 (stereo not drawn),i,-10,-4,i,i,i,i,i,i,14,i
O=c1c2ccccc2c(-c2ccccc2)nn1Cc1c(Cl)cccc1Cl,i,-1,0,i,i,i,i,i,-10*,-1,i
C/C=C/C(=O)Nc1cccc(C2=NOC3(C2)C[C@@H](C(N)=O)N(C(=O)C(c2ccccc2)c2ccccc2)C3)c1 (stereo partly drawn),i,-5,-7,i,i,i,i,i,i,8,i
CCSc1nnc(-c2cccs2)o1,i,-6,4,i,i,i,i,i,i,-3,i
COc1ccc(S(=O)(=O)N/N=C(/C)c2ccco2)cc1,i,-9,-5,i,i,i,i,i,i,2,i
Cc1ccc(S(=O)(=O)c2nnn3c2nc(N2CCN(c4ccccn4)CC2)c2ccccc23)cc1C,i,-15,0,i,i,i,i,i,i,-2,i
CCCCN1C(=O)/C(=C2\SC(N3CCOCC3)=NC2=O)c2ccccc21,i,-8,·,i,i,i,i,i,i,2,i

# 4 compounds from above, arranged by count of non-hydrogen atoms, smallest number first:
SMILES,ANO1 activ,hERG protect,Dyrk1A ADPGlo,KCNK3 block,TRPC4 PAM,TMEM16A inh,KCNQ1 pot,KCNQ1 block,KCNK9 inh,HDAC3 inhib,TRPC4 agonist
CCSc1nnc(-c2cccs2)o1,i,-6,4,i,i,i,i,i,i,-3,i
CCN1CCN(C(=S)Nc2cccc(Cl)c2)CC1,i,-10,-2,i,i,i,i,i,i,-3,i
COc1ccc(S(=O)(=O)N/N=C(/C)c2ccco2)cc1,i,-9,-5,i,i,i,i,i,i,2,i
CCOC(=O)c1ccc(-n2c(O)c(/C=N/NC(=O)C3COc4ccccc4O3)c3ccccc3c2=O)cc1 (stereo not drawn),i,-11,-4,i,i,i,i,i,i,-6,i

# (continued)
SMILES,ANO1 activ,hERG protect,Dyrk1A ADPGlo,KCNK3 block,TRPC4 PAM,TMEM16A inh,KCNQ1 pot,KCNQ1 block,KCNK9 inh,HDAC3 inhib,TRPC4 agonist
COc1ccc2oc(=N)c(C(=O)Nc3ccc(C)cc3)cc2c1,i,-10,-1,i,i,i,i,i,i,-2,i
COc1ccc(C2(CNC(=O)c3ccc(Br)o3)CCOCC2)cc1,i,-4,-12,i,i,i,i,i,i,-5,i
NC(=O)N1N=C2/C(=C/c3ccccc3)CCCC2C1c1ccccc1 (stereo not drawn),i,-11,0,i,i,i,i,i,i,5,i
Nc1nc(C(=O)N2CCOCC2)nn1S(=O)(=O)c1ccc(Cl)cc1,i,-11,-4,i,i,i,i,i,i,-2,i
CC(C)C(=O)Nc1ncc2c(n1)CC(c1cccs1)CC2=O (stereo not drawn),i,-11,10,i,i,i,i,i,i,9,i
O=C(CCCNS(=O)(=O)c1cccs1)N1CCc2ccccc2C1,i,-12,6,i,i,i,i,i,i,-2,i
O=C(OCc1cccc(F)c1)c1ccc2c(=O)n3c(nc2c1)CCC3,i,-11,1,i,i,i,i,i,i,·,i
O=C(NNC(=O)c1ccccc1-c1ccccc1C(=O)O)c1cccc([N+](=O)[O-])c1,i,-6,-2,i,i,i,i,i,i,-7,i
COC(=O)[C@@H](Cc1c[nH]c2ccccc12)NC(=O)CCC(=O)c1ccc(Br)cc1,i,-1,7,i,i,i,i,i,i,0,i
COc1ccccc1C(=O)NNC(=O)c1csc(N2CCOCC2)n1,i,-10,-5,i,i,i,i,i,i,-6,i
O=Cc1cc([N+](=O)[O-])ccc1N1CCOCC1,i,-1,-6,i,i,i,i,i,i,1,i
O=C(CSc1n[nH]c(-c2ccncc2)n1)Nc1ccccc1Cl,i,-6,4,i,i,i,i,i,i,·,i
COc1cccc(C(c2sc3ncnn3c2O)N2CCc3ccccc3C2)c1 (stereo not drawn),i,-15,3,i,i,i,i,i,i,8,i
COc1cccc(CNC(=O)C2CCCN(S(C)(=O)=O)C2)c1 (stereo not drawn),i,-7,7,i,i,i,i,i,i,?,i
COc1ccc(C(=N/O)/C(=N/O)c2ccc(OC)cc2)cc1,i,-9,-2,i,i,i,i,i,i,13,i
COc1cc(-c2n[nH]c(=S)n2Cc2ccccc2)cc(OC)c1OC,i,-10,1,i,i,i,i,i,i,-2,i
CCCCN(CCCC)C(=O)c1cc(Cl)ccc1[N+](=O)[O-],i,-11,-7,i,i,i,i,i,i,-4,i
COCCN(CCOC)C(=O)c1ccc(NS(=O)(=O)c2ccc3c(c2)OCCO3)cc1,i,-11,-2,i,i,i,i,i,i,0,i
CN(C)c1ccc(C2CC(=O)NC3=C2C(=O)CC(C)(C)C3)cc1 (stereo not drawn),i,0,5,i,i,i,i,i,i,11,i
O=C(c1ccc(N2CCN(CCO)CC2)nc1)N1CCOCC1,i,-5,0,i,i,i,i,i,i,-4,i
N/C(=N\OC(=O)c1ccc(Cl)cc1[N+](=O)[O-])c1ccccn1,i,-5,-1,i,i,i,i,i,i,-5,i

# Not all compounds are listed. The share of hits here may be higher or lower than overall.
